# DAX1 inh-1 – DAX1 (NR0B1) inhibition, primary screen; actives 1.1% (n = 370,000); inhibition, % at 6.8 µM; HEK293T StAR-luciferase reporter, SF-1/DAX-1 repression relief; AID 652010;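 active = inhibition above the mean over all tested compounds plus 3 SD, cut at about 3.6% in these data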;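 note: 0% = DAX-1 cells with DMSO and 100% = cells lacking DAX-1 with DMSO; higher inhibition means more luminescence from relief of DAX-1 repression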
# ssDAF-12 act – S. stercoralis DAF-12 activation, primary screen | HEK293 ssDAF-12/GRIP1 lit1-tk-luc reporter, luminescence; % of 3 µM dafachronic acid response | activation, % at 6.8 µM | actives 1% (n = 370,000) | AID 652126;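 active = activation above the mean over all tested compounds plus 3 SD, cut at about 0.9% in these data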;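 note: 0% = DMSO-only wells and 100% = 3 µM delta7-dafachronic acid wells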
# hgDAF12 agonist – agonists of H. glycines DAF-12 nuclear receptor | actives 1.8% (n = 370,000) | activation, % at 6.8 µM | HEK293 GAL4-hgDAF12 UAS-luciferase reporter, agonist luminescence; normalized to butyrate control;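 active = activation above a cutoff set at the mean of all screened compounds plus 3 SD, cut at about 10% in these data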;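 note: 0% = DMSO wells and 100% = sodium butyrate wells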
# PG9 Ab binder – PG9 antibody binding by small molecule; inhibition, % at 6.7 µM; AID 624416; TR-FRET gp120-PG9 antibody binding; actives 0.43% (n = 360,000); in the data active = inhibition above about 8.5%
# SMARCA2 act – SMARCA2 function activation, primary screen; activation, % at 9.1 µM; MG213 cells, MMTV-luciferase reporter, dexamethasone, overnight; actives 1% (n = 370,000); AID 652017; in the data active = activation above about 7.8%;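 note: 0% = vehicle wells and 100% = reference activator wells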
# ADAM17 inh – ADAM17 inhibition, QFRET primary screen; P78536; recombinant ADAM17, EDANS/DABCYL FRET peptide cleavage; inhibition, % at 6.95 µM; actives 0.83% (n = 370,000);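 active = inhibition above the mean of compounds lying between control limits plus 3 SD, set per campaign, cut at about 8.5% in these data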;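 note: 0% = DMSO-only wells as the low control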
# Target sequence (P78536 215-824 limits assumed): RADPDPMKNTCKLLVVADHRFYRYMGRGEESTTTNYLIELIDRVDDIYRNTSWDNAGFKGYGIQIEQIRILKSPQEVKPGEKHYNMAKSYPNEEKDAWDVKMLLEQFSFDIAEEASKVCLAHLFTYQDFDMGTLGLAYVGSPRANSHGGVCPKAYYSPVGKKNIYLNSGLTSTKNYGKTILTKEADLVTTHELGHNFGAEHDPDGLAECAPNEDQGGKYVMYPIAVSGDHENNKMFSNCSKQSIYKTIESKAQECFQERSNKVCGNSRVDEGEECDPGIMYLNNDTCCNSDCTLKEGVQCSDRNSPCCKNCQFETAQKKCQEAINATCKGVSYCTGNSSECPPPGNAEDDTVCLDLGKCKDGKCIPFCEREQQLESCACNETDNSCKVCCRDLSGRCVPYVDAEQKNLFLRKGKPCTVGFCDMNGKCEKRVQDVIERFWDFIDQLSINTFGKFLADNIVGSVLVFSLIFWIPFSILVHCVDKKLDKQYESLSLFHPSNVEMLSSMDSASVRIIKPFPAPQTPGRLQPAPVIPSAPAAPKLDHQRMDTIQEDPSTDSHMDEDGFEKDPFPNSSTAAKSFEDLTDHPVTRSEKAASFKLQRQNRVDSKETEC
# GAA850 FXN act – increases GAA850 frataxin promoter reporter activity | HEK293 lucGAA850 FXN promoter luciferase reporter, 24 h; percent of 10 µM SAHA response | activation, % at 6 µM | actives 0.56% (n = 360,000) | AID 540364;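 active = activation above the average of all compounds screened plus 3 SD, cutoff fixed separately per campaign, cut at about 7.5% in these data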;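 note: 0% = DMSO wells and 100% = 10 µM SAHA wells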
# hcDAF12 agonist – activates DAF-12 receptor from parasite H. contortus. HEK293 hcDAF-12 lit1-tk-luc reporter, luminescence; 0% DMSO, 100% Δ7-dafachronic acid. activation, % at 6.8 µM. actives 1.4% (n = 370,000);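 active = activation above the mean of all tested compounds plus 3 SD, cut at about 5.5% in these data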;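 note: 100% = response to 3 µM Δ7-dafachronic acid high control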
# ADAM10 inh – inhibits human ADAM10. O14672. recombinant ADAM10, EDANS/DABCYL FRET peptide cleavage, 3 h. inhibition, % at 7 µM. actives 0.62% (n = 370,000). AID 720582;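 active = inhibition above a per-campaign cutoff equal to the mean of compounds falling between control-based bounds plus 3 SD, cut at about 20% in these data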;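 note: 0% = DMSO wells while the 100% control is not disclosed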
# GC-A act – GC-A (human) enzyme activation; actives 0.14% (n = 370,000); P16066; HEK293 GC-A cells, cGMP TR-FRET, EC30 ANP; 0% at EC30 ANP, 100% saturating ANP; activation, % at 10 µM; in the data active = activation above about 40%
# DAX1 inh-2 – NR0B1 (DAX1) inhibition; actives 0.99% (n = 340,000); AID 504766; inhibition, % at 6.75 µM; P51843; HEK293 Gal4-DAX1 luciferase reporter, luminescence;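 active = inhibition above the mean over all tested compounds plus 3 SD, cut at about 4.2% in these data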;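 note: 0% = DAX1-transfected cells with DMSO and 100% = empty-vector control cells with DMSO; inhibition shows as a rise in luminescence from relieved DAX1 repression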
# Target sequence (P51843 207-470 limits assumed): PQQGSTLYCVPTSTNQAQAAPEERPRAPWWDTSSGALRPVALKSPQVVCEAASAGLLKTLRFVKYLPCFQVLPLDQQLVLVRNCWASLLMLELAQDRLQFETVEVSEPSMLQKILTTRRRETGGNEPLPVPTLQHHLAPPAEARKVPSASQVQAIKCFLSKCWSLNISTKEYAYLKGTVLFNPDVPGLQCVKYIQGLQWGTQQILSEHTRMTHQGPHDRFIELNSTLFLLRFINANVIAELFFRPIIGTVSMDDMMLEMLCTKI
# * marks the source's active call; other numbers are inactive results; i = inactive; . = not tested or not shown.
SMILES,DAX1 inh-1,ssDAF-12 act,hgDAF12 agonist,PG9 Ab binder,SMARCA2 act,ADAM17 inh,GAA850 FXN act,hcDAF12 agonist,ADAM10 inh,GC-A act,DAX1 inh-2
COc1ccc(C(=O)NCC23C=CC(O2)C2C(=O)N(Cc4ccccc4)C(=O)C23)cc1 (stereo not given),-0.3,-1.6,-0.8,0.4,-3.1,5.2,-2.5,-0.6,13.0,1.7,-0.5
CCOc1ccc(N2CC(C(=O)NCCN3C(=O)S/C(=C/c4cccnc4)C3=O)CC2=O)cc1 (stereo not given),-1.2,-1.4,3.9,-0.9,-1.6,-1.9,-0.2,-0.6,3.2,0.0,0.7
CC1CCCC(NC(=O)C2CCN(S(=O)(=O)N3CCOCC3)CC2)C1C (stereo not given),-0.1,-1.6,0.2,0.8,-2.8,-6.8,1.0,-0.8,-6.6,2.8,1.7
COc1ccc(C(=O)Nc2cccc([N+](=O)[O-])c2)cc1Br,0.8,-1.0,1.8,-2.5,-2.5,5.8,1.1,0.4,5.4,5.2,-0.1
COc1ccc(SCCC(=O)NCc2ccncc2)cc1,0.0,-0.9,0.1,-3.1,-0.2,-2.7,0.6,0.2,-1.6,-0.1,-2.3
Cc1ccc(OCc2nc(C#N)c(NCCCn3ccnc3)o2)cc1,-0.5,-1.3,-0.8,0.4,-5.7,-2.0,0.3,-1.0,-3.9,6.4,-1.8
N#CCC(=O)Nc1ccc(C(=O)NCCc2c[nH]c3ccccc23)cc1,-0.2,-0.2,-0.1,0.7,-1.4,-1.1,2.4,2.8,-3.5,-0.6,-0.4
CC(=O)COc1cc(C)cc2oc(=O)c(C)c(C)c12,-0.6,-0.4,-1.4,1.3,0.1,-56.6,-2.0,-1.3,-182.9,2.9,0.4
CCN(CC)S(=O)(=O)c1cccc(NC(=O)COC(=O)c2cccs2)c1,1.2,-1.6,-0.8,1.8,-3.4,3.5,1.1,-0.6,10.6,0.4,3.8
CCCc1nc2c(c(=O)c3ccccc3n2C)c(=O)n1C1CCCCCC1,0.2,-0.8,-1.8,-1.1,-4.3,-0.5,-4.7,-0.5,-10.8,-0.1,-1.0
c1ccc2c(c1)NC1(CCCC1)n1c-2nc2ccccc21,1.9,-0.6,8.0,-0.3,5.8,i,4.2,4.7,i,7.1,0.8
COc1ccc(CNC(=O)CN(c2ccc(OC)cc2)S(=O)(=O)c2c(C)nn(C)c2C)cc1,-0.5,-0.6,-2.0,-1.3,3.5,-2.8,0.5,-1.3,1.0,-1.2,0.1
O=S(=O)([N-]c1nc2ccccc2nc1-[n+]1ccccc1)c1ccc(Cl)cc1,-0.4,-1.2,-1.5,-0.4,-1.2,-0.2,-1.0,0.6,-1.8,4.1,0.5
COCc1cc(C)n(CC(=O)NCc2ccccc2)c(=O)c1C#N,-0.1,-0.5,-1.2,0.0,4.1,-44.9,-2.1,-0.8,-158.8,1.0,0.8
Cc1ccc2nc(N(CCCN(C)C)C(=O)c3ccc(Br)s3)sc2c1,0.2,-1.7,-0.3,-1.4,-5.6,-1.1,-1.7,2.7,-3.8,-22.9,-2.8
OC(c1ccccc1)(c1ccccc1)C1CCN(CCCOc2cc(F)cc(F)c2)CC1,0.3,-1.0,0.6,1.8,-3.7,0.7,.,0.6,-18.6,-10.8,.
CC(C)Oc1ccc(CNC(=O)CC(c2ccccc2)c2cc(Cl)ccc2O)cc1 (stereo not given),-1.4,-1.6,-0.9,1.7,-3.7,15.5*,-10.9,-0.4,24.7*,-8.5,-0.3
Cc1cc(OCc2cc(C(=O)N3CCN(C)C(=O)[C@@H]3C)no2)cc(C)c1Cl,-1.2,-1.7,-4.1,-0.3,-6.1,1.9,-1.0,-5.0,-0.7,21.3,-1.2
N/C(=N\OC(=O)CCCOc1ccccc1)c1ccc([N+](=O)[O-])cc1,0.1,-0.8,-1.4,-2.0,-1.3,-3.2,2.3,-0.1,-7.5,1.6,-1.4
COc1cccc(-c2ocnc2C(=O)Nc2ccc(N3CCOCC3)cc2N2CCOCC2)c1,-0.2,-0.6,-2.3,0.5,-3.3,-4.5,-0.1,2.5,3.0,10.2,1.6
Cc1cc(C)c(OCC(=O)Nc2ccc(S(=O)(=O)N3CCCC3)cc2)c(C)c1,-0.6,-0.4,0.3,-1.4,-2.4,-1.1,-1.4,-1.8,-0.5,1.0,-1.4
COc1ccccc1N(CC(=O)NC(C)(C)C)C(=O)C1CSC(=O)C1 (stereo not given),-1.2,-0.7,-0.6,-2.1,3.4,1.4,3.4,3.2,1.9,-2.3,0.9
c1ccc(-n2nnc3cnccc32)cc1,0.5,-1.0,0.6,-1.2,0.2,-7.2,-0.2,-0.7,-0.5,3.5,-0.2
COCCn1c(=S)[nH]c2sc3c(c2c1=O)CCCC3,-0.1,-1.0,-0.5,0.3,-0.5,-1.2,1.4,-0.2,-3.1,3.5,0.6
CC(NC(=O)OCc1ccccc1)C(=O)N1CC(O)CC1C(=O)O (stereo not given),-0.7,-0.6,-1.4,-2.5,1.1,-1.8,0.9,1.8,-1.4,4.5,1.0
COc1ccc(NS(=O)(=O)c2cccc3nonc23)c(OC)c1,-0.1,-0.9,1.3,-2.5,-1.7,1.0,-1.8,1.1,-2.6,3.5,0.2
CN(C)C(CNC(=O)C1CC(=O)N(c2cccc(C(F)(F)F)c2)C1)c1ccccc1 (stereo not given),0.6,-0.1,3.2,-0.9,-2.7,0.0,2.4,-0.2,-1.8,3.6,0.9
CCOc1ccc(C(C)=O)cc1COC(=O)c1cnc(Cl)c(Cl)c1,1.1,-1.3,-2.0,2.2,-3.4,-2.7,-1.2,-1.7,9.4,-52.1,1.4
COc1cccc(C(=O)NCC2(c3ccccc3)CCCC2)c1,-0.9,-1.8,-1.4,-0.7,-4.3,0.7,-0.1,-2.6,-5.3,-10.1,-2.2
O=C(O)COc1ccc(Br)cc1/C=C1/SC(=O)N(CC(=O)N2CCCC2)C1=O,-0.6,-1.2,1.1,-1.6,0.5,-7.6,0.6,-0.5,-20.9,3.7,-1.0
CN(C)C(=O)c1ccc(NC(=O)COC(=O)C2=COCCO2)cc1,0.6,-0.9,0.4,0.5,-1.4,-3.7,1.4,-0.2,-4.6,0.7,0.0
COc1ccc(NC(=O)COC(=O)Cn2nnc3ccccc32)cc1,-0.7,-0.6,-2.2,2.6,-4.5,-2.1,0.9,0.1,1.9,0.2,1.4
COc1ccccc1C(=O)NC(=S)Nc1ccccc1N1CCCCC1,-2.8,0.0,0.0,-0.8,-1.1,-2.6,-1.0,2.0,-1.1,-0.2,0.7
COc1cc(OC)cc(C(=O)NCC(=O)N2CCN(c3ccc(O)cc3)CC2)c1,-0.8,-1.6,-3.3,0.8,-1.3,-1.6,0.9,-3.4,-4.6,-2.7,-1.7
CCCn1c(=O)c(C(=O)OCC)c(O)c2cc(Br)ccc21,0.0,0.3,-0.9,0.9,-4.5,-0.1,-0.1,5.3,-7.6,2.6,2.8
COc1cc2c(cc1OC)CN(CC(=O)Nc1ccc(F)cc1F)CC2,0.0,-2.0,-0.6,-1.7,-1.8,-5.1,0.2,-2.6,-9.7,1.6,0.5
CC1CCCC(NC(=O)COC(=O)c2cc(S(=O)(=O)N3CCOCC3)ccc2F)C1C (stereo not given),-0.9,-1.0,2.4,0.4,-2.2,-3.2,0.6,2.2,-7.7,2.7,0.3
O=C(CCN1C(=O)c2ccccc2C1=O)Nc1ccc2c(c1)OCCO2,0.0,-1.9,-0.9,-1.3,-1.3,-2.0,-0.1,-2.4,-2.0,-1.1,-1.1
COc1ccc(-c2c(-c3ccccc3OC)sc3ccccc23)cc1C=O,0.3,-0.1,0.0,1.0,1.6,3.5,0.2,2.4,3.1,-3.1,1.1
Cc1ccc2c(c1)N(S(=O)(=O)c1ccc(F)cc1)C(C(C)(C)C)CO2 (stereo not given),-0.8,-1.1,0.6,-2.6,0.9,1.6,-2.2,-0.3,-1.8,-10.3,0.8
COc1ccccc1NC(=O)CSc1nnnn1C1CCCC1,0.1,-1.0,2.0,0.0,-2.3,-4.7,2.0,-0.4,-6.5,-5.3,-1.5
CC1CC(C)CN(S(=O)(=O)c2ccc3c(c2)oc(=O)n3CC(=O)N2CCOCC2)C1 (stereo not given),0.5,-1.4,-1.4,1.4,-0.9,-0.1,0.7,-0.6,-5.3,0.6,-0.8
COc1cccc(NC(=O)C(Sc2nnc(-c3ccncc3)n2-c2ccc(Cl)cc2)c2ccccc2)c1 (stereo not given),-0.8,-2.0,-1.4,-0.8,-3.8,14.1*,-3.0,-2.3,38.3*,-6.6,-0.7
CC1(CNC(=O)C(=O)NCC2(C)CO2)CO1 (stereo not given),-0.1,-0.7,-1.3,0.9,2.0,-3.2,-0.2,-0.1,-8.3,2.8,0.9
Cc1onc(C(=O)NCc2cccs2)c1[N+](=O)[O-],-0.1,-0.7,1.6,-0.8,-0.9,-4.7,1.3,-0.9,-3.4,0.7,0.5
CCC(C)c1ccccc1NC(=O)CN(C)CC(=O)Nc1ccccc1SC (stereo not given),-0.4,-1.2,0.3,0.6,-1.3,-3.9,-2.4,-2.3,-0.5,-8.7,0.0
CCc1cc[n+](-c2nc([O-])sc2C=O)cc1,0.2,-0.9,0.2,0.3,2.6,-0.4,1.1,1.1,3.2,0.3,-0.3
CC1=C[C@]2(CN(CC3CC3)C3=N[C@H](c4ccccc4)CC(=O)N32)n2c(=O)n(-c3ccccc3)c(=O)n2C1,.,-1.1,1.4,.,.,-2.1,.,-1.3,0.0,-1.1,.
O=C(NC(=S)Nc1ccc(N2CCOCC2)cc1)c1ccco1,2.1,-1.2,16.2*,-2.7,3.3,-4.0,5.4,3.0,-11.5,0.3,-0.5
Cc1c(CC(=O)NCCCCCC(=O)O)c(=O)oc2cc3c(cc12)CCC(C)(C)O3,0.4,-1.1,-2.3,-1.1,2.3,i,-1.1,-2.4,i,-1.5,-0.8
CC(C)NC(=O)C(c1ccc(F)cc1)N(C(=O)CCC(=O)Nc1ccccn1)C1CCCCC1 (stereo not given),0.4,-1.3,-2.2,0.0,-0.1,0.3,0.9,-1.9,-0.8,-9.6,0.8
CCCn1c2ccccc2c2cc(C(=O)O)ccc21,-0.2,-1.0,2.5,-0.2,-1.7,-2.7,2.2,0.5,-29.3,-3.5,1.7
CCCCNC(=O)C1CCN(c2nc(C)cc(C)n2)CC1,-0.2,-1.7,-2.1,-0.2,2.6,-7.1,-0.2,-0.9,-20.0,1.0,-0.5

# Entries shown so far that have two or more sulfur atoms (3):
SMILES,DAX1 inh-1,ssDAF-12 act,hgDAF12 agonist,PG9 Ab binder,SMARCA2 act,ADAM17 inh,GAA850 FXN act,hcDAF12 agonist,ADAM10 inh,GC-A act,DAX1 inh-2
CCN(CC)S(=O)(=O)c1cccc(NC(=O)COC(=O)c2cccs2)c1,1.2,-1.6,-0.8,1.8,-3.4,3.5,1.1,-0.6,10.6,0.4,3.8
Cc1ccc2nc(N(CCCN(C)C)C(=O)c3ccc(Br)s3)sc2c1,0.2,-1.7,-0.3,-1.4,-5.6,-1.1,-1.7,2.7,-3.8,-22.9,-2.8
COCCn1c(=S)[nH]c2sc3c(c2c1=O)CCCC3,-0.1,-1.0,-0.5,0.3,-0.5,-1.2,1.4,-0.2,-3.1,3.5,0.6

# From PubChem BioAssay
